CHT block: human CHT choline transport inhibition. Q9GZV3. CHT-expressing cells, membrane potential dye, choline response; active compounds read low. B-score at 10 µM. hit rate 0.86% among 310,000. AID 488975;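 active means B-score over 3 SD under the library average, and starting fluorescence ratio not unusually high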;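 further: choline stimulus applied at its EC90 after an EC20 pre-addition; B-score computed on integrated fluorescence ratio after choline addition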
Target sequence (Q9GZV3 whole entry, looked up): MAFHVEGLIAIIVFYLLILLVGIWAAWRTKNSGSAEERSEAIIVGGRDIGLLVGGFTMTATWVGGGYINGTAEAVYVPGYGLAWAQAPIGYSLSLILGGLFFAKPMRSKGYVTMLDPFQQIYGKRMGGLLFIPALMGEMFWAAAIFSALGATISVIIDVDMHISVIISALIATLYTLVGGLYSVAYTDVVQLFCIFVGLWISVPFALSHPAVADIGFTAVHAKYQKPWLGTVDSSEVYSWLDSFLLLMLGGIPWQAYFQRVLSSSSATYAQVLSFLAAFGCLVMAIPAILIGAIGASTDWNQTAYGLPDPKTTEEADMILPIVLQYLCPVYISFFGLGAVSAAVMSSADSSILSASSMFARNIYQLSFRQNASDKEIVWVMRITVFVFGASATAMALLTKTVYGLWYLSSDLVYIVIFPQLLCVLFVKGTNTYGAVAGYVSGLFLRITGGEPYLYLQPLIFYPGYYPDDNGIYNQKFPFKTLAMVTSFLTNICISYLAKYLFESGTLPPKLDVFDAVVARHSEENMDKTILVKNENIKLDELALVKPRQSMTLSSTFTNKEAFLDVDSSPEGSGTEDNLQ
KCNQ2 block: KCNQ2 channel blockers in CHO-K1 cells – cell-based, FluxOR thallium flux, B-score, primary screen (AID 2156). O88943. 20 min; active compounds read low. B-score at 10 µM. hit rate 1.1% among 310,000;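 active means fluorescence ratio B-score at most minus 3 library SDs, with starting brightness B-score within 2 library SDs, cut at about -5.5 in these data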
An asterisk follows results filed as active; i = inactive; · = no result given. Compounds were not picked by outcome; about 1.9% have a hit in one of these screens.

mol	CHT block	KCNQ2 block
Cc1nc2scc(C)n2c(=O)c1S(=O)(=O)NCC1CCN(Cc2ccc(Cl)cc2)CC1	i	i
Cc1ccc(-c2c(C)n([O-])c3c([n+]2=O)CCC3)o1	i	i
CN1CCC(N(C)CC(=O)Nc2ccccc2N2CCOCC2)CC1	i	i
CN(c1ccccc1)S(=O)(=O)c1ccc(NC(=O)COc2ccccc2)cc1	i	i
O=C(CC(C(=O)O)c1ccccc1)Nc1ccccc1 (stereo unspecified)	i	i
CCn1c(C)c(C)c2cc(C(=O)N3CCN(c4ccccc4)CC3)ccc21	i	-6.88*
COc1ccc(-c2nnc(COc3ccc4ccccc4c3)o2)cc1OC	i	i
CCOc1ccccc1N(CC(=O)Nc1ccc(OC)c(OC)c1)S(=O)(=O)c1ccccc1	i	i
Cc1cc(C(=O)N/N=C/c2ccco2)n[nH]1	i	i
CCc1ccc(NC(=O)NCc2ccc3c(c2)OCO3)cc1	i	i
CC(C)N(C(=O)COC(=O)CNC(=O)c1ccc(Br)cc1)c1ccccc1	i	i
CCC1(C)Cc2ccccc2-c2nc(NCCCO)n(-c3ccccc3)c(=O)c21 (stereo unspecified)	i	i
CN1CCN(c2nc(Nc3ccccc3)nc(N)c2[N+](=O)[O-])CC1	i	i
O=C(NCc1ccc2c(c1)OCO2)c1ccc(S(=O)(=O)N2CCOCC2)cc1	i	i
CCn1c(-c2ccc3ncccc3c2)n[nH]c1=S	i	i

Exported with two lines to a compound: 3 of the compounds above
Order of values: CHT block	KCNQ2 block
Cc1cc(C(=O)N/N=C/c2ccco2)n[nH]1
    i	i
CCc1ccc(NC(=O)NCc2ccc3c(c2)OCO3)cc1
    i	i
CC(C)N(C(=O)COC(=O)CNC(=O)c1ccc(Br)cc1)c1ccccc1
    i	i

(further entries)
mol	CHT block	KCNQ2 block
O=C(CN1C(=O)/C(=C/c2c(F)cccc2Cl)Oc2ccccc21)NCc1ccco1	i	i
COc1ccccc1C(=O)N(Cc1ccccc1)c1ccc(C)cc1	i	i
CC1(C)OC(=O)C(C(c2ccccc2)C(C#N)C(N)=O)=C(O)O1 (stereo unspecified)	i	i
C=C(C)Cn1c(COc2ccccc2)nnc1SCC(=O)O	i	i
Cc1ccc2nc(Cl)c(/C=N/n3c(C)nnc3C)cc2c1	i	i
O=C(O)CN(c1ccc2c(c1)OCCO2)S(=O)(=O)c1ccccc1	i	i
Cc1cccc(C(=O)Nc2ccc(NC(=O)CN3CCOCC3)cc2)c1	i	i
O=c1c(-c2ccccc2)coc2cc(O)ccc12	i	i
COc1ccc(/C=N/NC(=O)C(C)n2cnc3ccccc3c2=O)cc1 (stereo unspecified)	i	i
CC1CCC2(CC1)C(Nc1cccc(Cl)c1)=NC(=S)N2CC#N (stereo unspecified)	i	i
CN1CCN(Cc2nc3cc(NC(=O)COc4ccc([N+](=O)[O-])cc4)ccc3n2C)CC1	i	i
CCC(=O)N1CCc2cc(S(=O)(=O)CCC(=O)NCc3ccc4c(c3)OCO4)ccc21	i	i
COc1cccc(/C=C2\Oc3ccc(O)cc3C2=O)c1O	i	i
Cn1nnnc1N=N/C(=N/Nc1ccccc1)c1ccccc1	i	i
COc1ccc2c(c1)CCc1c-2n[nH]c1C(=O)NCCC(C)C	i	i
COc1ccc(Cn2c(=O)[nH]c3cc(OC)c(OC)cc3c2=O)cc1	i	i
CCN1CCN(C(=O)c2ccc3nc(-c4ccccc4)c(-c4ccccc4)nc3c2)CC1	-7.02*	i
Cc1ccc(-c2nnn(CC(=O)N(CC(=O)NCC3CCCO3)c3ccc(F)c(Cl)c3)n2)o1 (stereo unspecified)	i	·
O=S(=O)(c1ccc(OCC(O)CN2CCc3ccccc3C2)cc1)N1CCOCC1 (stereo unspecified)	i	i
O=C(CCN1CCN(Cc2ccccc2)CC1)NNC(=O)Nc1cccc(C(F)(F)F)c1	i	i
Cn1ncc(C#N)c1/N=C/N1CCCCC1	i	i
COC(=O)c1c(NC(NC(=O)c2ccccc2)(C(F)(F)F)C(F)(F)F)sc2c1CCN(C)C2	i	i
O=C(O)c1cc(O)ccc1NC(=O)C1CCCO1 (stereo unspecified)	i	i
O=C(Cc1ccc(Cl)cc1)Nc1nc2ccccc2[nH]1	i	i
COc1ccccc1-c1n[nH]c(=S)o1	i	·
O=C(O)c1ccc(OCCn2ccnc2)cc1	i	i
COc1ccc([N+](=O)[O-])cc1NC(=O)C1CCCO1 (stereo unspecified)	i	i
CCN(CC)C(=O)CCc1nnc(Cc2cccc(C(F)(F)F)c2)o1	i	i
O=C1CCCN1c1ccc(S(=O)(=O)NCCOc2ccccc2)cc1	i	i
Cc1[nH]c(=O)c(C#N)c2c1CSC(C)(C)C2	i	i
Cn1c(-c2cccc(Br)c2)n[nH]c1=O	i	i
O=C(O)c1ccc(CNC(=O)c2ccc3c(c2)C(=O)N(Cc2cccnc2)C3=O)cc1	i	i
COc1cc2sc3ccc(C#CC4(O)CCCCC4)cc3c(=O)c2cc1OC	i	i
Cc1ccc2nc(N3C(=O)C(O)=C(C(=O)c4ccco4)C3c3cccs3)sc2c1 (stereo unspecified)	i	i
Cc1ccc(S(=O)(=O)N2CCCC2C(=O)NC2=NCCS2)cc1 (stereo unspecified)	i	i
COc1ccc(-n2c(COc3ccc(C)cc3)nnc2SCC(=O)O)cc1	i	i
CCOC(=O)c1ccc(NC(=S)N2CCN(C(=O)C3CCCO3)CC2)cc1 (stereo unspecified)	i	i
CC(Oc1ccc(-n2cnnn2)cc1)C(=O)O (stereo unspecified)	i	i
COc1cccc(NC(=O)Nc2cc(C(=O)O)ccc2C)c1	i	i
CN(C)C(=O)c1cc(F)ccc1Sc1cc(Cl)ccc1Cl	i	i
CCOC(=O)N1CCN(CC(=O)Nc2ccc(OC)cc2)CC1	i	i
Cc1cc(-n2c(C)cc(C(=O)CN3C(=O)NC4(CCCCC4)C3=O)c2C)no1	i	i
Cc1ccccc1CS(=O)(=O)Cc1ccc(C(=O)NCC2CCCO2)o1 (stereo unspecified)	i	i
CCOc1ccc(/C(O)=C2/C(=O)C(=O)N(Cc3cccnc3)C2c2ccc(N(C)C)cc2)c(C)c1 (stereo unspecified)	i	i
Cc1nn(C)cc1C(=O)/C=C/c1ccc([N+](=O)[O-])cc1	i	i
CC1CN/C(=C\C(=O)c2ccccc2)C(=O)N1 (stereo unspecified)	i	i
COc1ccc(CNC(=S)NCc2ccc(OC)cc2)cc1	i	i
C=CCSc1nc2ccccc2[nH]1	i	i
CC(=O)Oc1ccc(C(=O)Nc2cc(NC(=O)c3ccc(OC(C)=O)cc3)cc(C(=O)NC(C)(C)C)c2)cc1	i	i
Cc1cc2nc(C)c(=O)n(C)c2cc1C	i	i
OCc1ccnc2c(O)cccc12	i	i
COc1ccc(C(=O)Nc2nnc(-c3ccc(F)cc3)s2)c(OC)c1	·	i
CN(CC(=O)NC(=O)NC(C)(C)C)CC(=O)Nc1ccccc1Cl	i	i
O=C(O)c1cc(-c2ccc(Cl)s2)[nH]n1	i	i
CNCCC1Sc2ccccc2Oc2ccccc21 (stereo unspecified)	i	i
N#CCOC(=O)C1c2ccccc2Oc2ccccc21	i	i
COC(=O)C1(C)NC(c2cccs2)C2C(=O)N(c3ccccc3F)C(=O)C21 (stereo unspecified)	i	i
CC(C)CNC(=O)c1ccccc1NC(=O)c1ccccc1N(C)S(C)(=O)=O	i	i
CCN(CC)CCN(Cc1cc2cc3c(cc2[nH]c1=O)OCO3)C(=S)NCC(C)C	i	i
Cc1ccc(S(=O)(=O)N2CCOCC2)cc1C(=O)NCCN1C(=O)S/C(=C\c2ccccc2Cl)C1=O	i	i

KCNQ2 block, hit marks shown above
mol	CHT block	KCNQ2 block
CCn1c(C)c(C)c2cc(C(=O)N3CCN(c4ccccc4)CC3)ccc21	i	-6.88*

5 neighbouring entries out of the list so far:
mol	CHT block	KCNQ2 block
C=CCSc1nc2ccccc2[nH]1	i	i
CC(=O)Oc1ccc(C(=O)Nc2cc(NC(=O)c3ccc(OC(C)=O)cc3)cc(C(=O)NC(C)(C)C)c2)cc1	i	i
Cc1cc2nc(C)c(=O)n(C)c2cc1C	i	i
OCc1ccnc2c(O)cccc12	i	i
COc1ccc(C(=O)Nc2nnc(-c3ccc(F)cc3)s2)c(OC)c1	·	i

Additional compounds follow.
mol	CHT block	KCNQ2 block
O=C(CCn1c(=S)[nH]c2ccccc2c1=O)NCCCN1CCOCC1	i	i
O=C(Cn1nnc2ccccc21)c1ccc(Br)cc1	i	i
Cc1cc(C)n(CCNC(=O)c2ccc3c(c2)OCO3)n1	i	i
Cc1nnc(NC(=O)CSc2ccc(-c3ccccn3)nn2)s1	i	i
O=C(C1CCCN(Cc2ccc(Br)cc2)C1)N1CCCCC1 (stereo unspecified)	i	i
COc1ccc(-c2cc(N)n(S(=O)(=O)Cc3ccccc3)n2)c(OC)c1	i	i
S=C(Nc1ccccc1Cl)N1CCOCC1	i	i
COc1ccc(C2C(C(C)=O)=C(O)C(=O)N2CCO)c(OC)c1 (stereo unspecified)	i	i
O=C(O)c1ccccc1Nc1ccnc(C(F)(F)F)c1	i	i
COc1ccc(C(=O)c2cnc(/N=C/N(C)C)s2)cc1	i	i
O=C(COc1ccc(Br)cc1F)NC1CCN(Cc2ccccc2)CC1	i	i
CC(C)c1ccc(C(O)c2nc3ccccc3n2C)cc1 (stereo unspecified)	i	i
COc1ccc(CNC(=O)C2CCN(C(=O)c3csc(Nc4ccc(C)cc4)n3)CC2)cc1	i	i
Cc1ccc2nc(SCC(=O)Nc3ccc4sc(C)nc4c3)c(C#N)cc2c1	i	i
COc1ccc(NC(=O)NN2CCN(C)CC2)c(OC)c1	i	i

Continuation:
SMILES | CHT block | KCNQ2 block
CCOC(=O)CCCn1ncn2c(cc3occc32)c1=O | i | i
O=C(Cn1nc2sc3ccccc3n2c(=O)c1=O)c1cccs1 | i | i
CCOC(=O)Nc1csnn1 | · | i
Cc1cc(C)c2sc(NC(=O)c3ccc([N+](=O)[O-])o3)nc2c1 | i | i
O=C(c1ccc(=O)[nH]c1)N1CCCc2ccccc21 | i | i
Cc1cc(C)n(C2CCCCC2OC(=O)c2ccccc2)n1 (stereo unspecified) | i | i
Cc1cc(OC(C)C(=O)NC(Cc2c[nH]c3ccc(O)cc23)C(=O)O)c2c(C)c(C)c(=O)oc2c1 (stereo unspecified) | i | i
CC(C)(C)OC(=O)N1CCC[C@@H]1C(=O)N1CCC(C(=O)O)CC1 | i | i
Cc1ccnc(NC(=O)c2ccc3c(c2)C(=O)N(CC2CCCO2)C3=O)c1 (stereo unspecified) | i | i
O=C(CCCC(=O)OCC(F)(F)C(F)F)Nc1nccs1 | i | i
Cc1cc2c(cc1S(=O)(=O)NCc1ccc(Cl)cc1)OCC(=O)N2 | i | i
CC(=O)c1ccc(NC(=O)CS(=O)(=O)c2cn(CC(=O)N3CCOCC3)c3ccccc23)cc1 | i | i
COc1ccc2ncc(S(=O)(=O)c3ccccc3)c(N3CCN(c4ccccc4)CC3)c2c1 | i | i
Nc1nc(C23CC4CC(CC(C4)C2)C3)cs1 | i | i
COc1ccc(NS(=O)(=O)c2ccc3nc(COc4ccc5ccccc5c4)[nH]c3c2)cc1 | i | i
C#Cc1ccc([C@@H]2C=C(C(=O)NC3CC3)O[C@H](OCc3ccc(CO)cc3)C2)cc1 | i | i
COc1ccc(Br)cc1CN1CCCCCCC1 | i | i
CCCCNC(=O)C(=O)NCCCn1ccnc1 | i | i
CCn1cc(C(=O)Nc2ccc(C)c([N+](=O)[O-])c2)cn1 | i | i
COc1ccccc1CN(C)c1nnnn1-c1ccccc1 | i | i
CSCCC(NC(=O)c1ccc(Cl)cc1)C(=O)OCC(=O)NCc1ccco1 (stereo unspecified) | i | i
CN(CC(=O)Nc1nc2ccc(F)cc2s1)S(=O)(=O)c1ccc(Cl)cc1 | i | i
COc1cccc(C(Nc2ccccn2)c2c(NC(=O)c3ccco3)sc(C)c2C)c1 (stereo unspecified) | i | i
CCOC(=O)C1CCN(CC(O)COc2ccc(C(C)=O)cc2)CC1 (stereo unspecified) | i | i
COC(=O)c1sc2cc(C(F)(F)F)cnc2c1-c1cccnc1 | i | i
CCOc1ccc2nc(CN3CCN(Cc4ccsc4)C(CCO)C3)ccc2c1 (stereo unspecified) | i | i
COc1ccc(C(=O)Nn2cnc3scc(-c4cccs4)c3c2=O)c(O)c1 | i | i
O=C(NOCc1ccccc1)c1ccccc1 | i | i
COc1cccc2sc(N3CCN(c4nc5ccccc5s4)CC3)nc12 | i | i
CCOC(=O)c1ccc(NS(=O)(=O)c2cc3c(cc2C)NC(=O)CO3)cc1 | i | i
COc1cc([N+](=O)[O-])cc2sc(NC(=O)c3c(F)cccc3F)nc12 | i | i
O=C(Nc1cccc(Cl)c1)Nc1ccccc1-n1ccnc1 | i | i
CCCCCN(C(=O)CCC(=O)OCC(=O)N(CC)c1ccccc1)c1c(N)n(CCCC)c(=O)[nH]c1=O | i | i
O=C(Nc1nnc(Cc2ccc(Cl)cc2)s1)c1ccncc1 | i | i
Cc1cc(C(=O)OCC(=O)Nc2ccc(S(=O)(=O)N3CCOCC3)cc2)c(C)o1 | i | i
CCC1=NN(C(=O)c2ccccc2O)C(O)(c2ccccc2)C1 (stereo unspecified) | i | i
COc1cc(OC)cc(C(=O)Nc2ccccc2N2CCOCC2)c1 | i | i
CCOc1ccc(OCC)c(NC(=O)C2CCCN(S(=O)(=O)c3c(C)noc3C)C2)c1 (stereo unspecified) | i | i

Source: PubChem
